LANA DNA inh: inhibitors of KSHV C-LANA binding to DNA, primary screen, biochemical, fluorescence polarization, FAM-LBS DNA, MBP-C-LANA, single point. inhibition, % at 9 µM. 340,000 compounds, 0.078% hits. AID 504423, 2011;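 active = highest replicate inhibition at or above 60% at 9 µM, even if other replicates fall short; inactive = all replicates below 60% inhibition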;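 note: 0% = neutral control wells and 100% = 4 µM acridine orange control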
PKA-R2B activ: activators of PKA-R2B holoenzyme, primary screen, biochemical, fluorescence polarization, Cy5-IP20, human. PKA-R2B holoenzyme dissociation; R2B truncated from residue 108, S112A mutant; 0% DMSO only, 100% 113 µM cGMP. activation, % at 11.4 µM. AID 504700, 2011. 340,000 compounds, 0.079% hits. cAMP-dependent protein kinase catalytic subunit beta (Homo sapiens) + cAMP-dependent …;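 active = activation above a cutoff set at the mean over all compounds plus 3 SD, cut at about 18% in these data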;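 note: higher means more holoenzyme dissociation and a rise in polarization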
Target sequence (P31323 whole entry, looked up, other chains not shown, the tested form may be a part): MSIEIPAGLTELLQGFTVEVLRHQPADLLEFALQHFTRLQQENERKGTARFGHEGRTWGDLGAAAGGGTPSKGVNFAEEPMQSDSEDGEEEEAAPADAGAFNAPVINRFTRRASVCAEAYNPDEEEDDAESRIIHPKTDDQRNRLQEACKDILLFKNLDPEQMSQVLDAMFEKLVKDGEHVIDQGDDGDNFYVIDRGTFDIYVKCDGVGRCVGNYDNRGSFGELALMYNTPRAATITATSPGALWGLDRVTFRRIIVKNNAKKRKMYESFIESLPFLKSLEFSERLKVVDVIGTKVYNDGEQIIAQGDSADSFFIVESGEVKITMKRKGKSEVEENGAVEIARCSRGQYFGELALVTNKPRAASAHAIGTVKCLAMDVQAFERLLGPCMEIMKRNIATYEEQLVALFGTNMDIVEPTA
RTF Ca sens act: cardiac RTF calcium sensitivity activators, primary screen, biochemical, IANBD-TnC fluorescence, EC20 calcium. AID 493008, 2010. 340,000 compounds, 0.24% hits. activation, % at 7.2 µM. IANBD-labeled TnC RTF fluorescence at EC20 calcium; 0% EC20 calcium, 100% full calcium;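 active = activation above the mean over all tested compounds plus 3 SD, cut at about 30% in these data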;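 note: rise in fluorescence read as greater calcium sensitivity of cardiac thin filaments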
RTF Ca sens inh: cardiac RTF calcium sensitivity inhibitors, primary screen, biochemical, IANBD-TnC fluorescence, EC70 calcium; inhibition, % at 7.15 µM; 340,000 compounds, 0.12% hits; Troponin I, cardiac muscle (Homo sapiens) + Troponin T, cardiac muscle (Homo sapiens) + …; IANBD-labeled cardiac RTF, Ca2+ fluorescence;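 active = inhibition above the mean inhibition of all tested compounds plus 3 SD, cut at about 17% in these data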;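 note: assay run at fixed EC70 calcium of 1.6 mM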
DAGLB inhibitor: DAGLB lipase inhibitors, primary screen, biochemical, fluorescence, HTS; HEK293T DAGLB membrane lysate, EnzChek fluorogenic substrate; 340,000 compounds, 0.059% hits; AID 504411, 2011; inhibition, % at 5.17 µM; Diacylglycerol lipase-beta (Homo sapiens), Q8NCG7; in the data active = inhibition above about 34%;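 note: 0% = enzyme with vehicle and 100% = wells lacking enzyme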
CAL PDZ FP-1: CAL PDZ peptide-binding inhibitors, primary screen, biochemical, fluorescence polarization, Cer-tagged CAL PDZ, HTS; purified CAL PDZ, TMR-peptide fluorescence polarization, 1 h; inhibition, % at 20 µM; 330,000 compounds, 0.02% hits; AID 504414, 2011;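 active = highest replicate inhibition of at least 40%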;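 note: plate controls were DMSO neutral control wells for no effect and unlabeled competitor peptide control wells for full effect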
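Assay system – tagged CAL PDZ protein CerCALP, purified · Timing – 1 h at RT · Compound – single point, 20 µM · Measured by – fluorescence polarization from S- and P-plane intensities, G-factor corrected · Evaluation – inhibition from polarization loss · Probe or stimulus – TMR reporter peptide T*-PRC34 · Buffer or medium – pH 7.4 phosphate-saline buffer, reducing agent, detergent, IgG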
Rtt109 HAT inh: inhibitors of C. albicans Rtt109/Vps75 HAT, primary screen, biochemical, ThioGlo CoA-SH fluorescence, plate reader | Histone acetyltransferase RTT109 (Candida albicans (strain SC5314 / ATCC MYA-2876)), … | purified Rtt109/Vps75, 4 h | inhibition, % at 34.9 µM | 330,000 compounds, 0.16% hits | AID 540336, 2011;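 active = inhibition of at least 50% in every replicate; inconclusive = best replicate reaches 50% inhibition but some replicates fall short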
Keap1-Nrf2 PPI: Keap1-Nrf2 protein-protein interaction inhibitors, primary screen, biochemical, fluorescence polarization, single point. Kelch-like ECH-associated protein 1 (Homo sapiens), Q14145. 340,000 compounds, 0.15% hits. AID 504523, 2011. inhibition, % at 9.4 µM. Keap1 Kelch-Nrf2 peptide fluorescence polarization, 1536-well; in the data active = inhibition above about 12%; inconclusive = no clear call, values can overlap the other calls; inactive = below about 7.3%;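 note: human Keap1 Kelch domain with fluorescein labeled Nrf2 9mer peptide probe; 0% = neutral control wells and 100% = peptide positive control; higher means more block of Keap1 binding to Nrf2 peptide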
Target sequence (Q14145 whole entry, looked up, the tested form may be a part): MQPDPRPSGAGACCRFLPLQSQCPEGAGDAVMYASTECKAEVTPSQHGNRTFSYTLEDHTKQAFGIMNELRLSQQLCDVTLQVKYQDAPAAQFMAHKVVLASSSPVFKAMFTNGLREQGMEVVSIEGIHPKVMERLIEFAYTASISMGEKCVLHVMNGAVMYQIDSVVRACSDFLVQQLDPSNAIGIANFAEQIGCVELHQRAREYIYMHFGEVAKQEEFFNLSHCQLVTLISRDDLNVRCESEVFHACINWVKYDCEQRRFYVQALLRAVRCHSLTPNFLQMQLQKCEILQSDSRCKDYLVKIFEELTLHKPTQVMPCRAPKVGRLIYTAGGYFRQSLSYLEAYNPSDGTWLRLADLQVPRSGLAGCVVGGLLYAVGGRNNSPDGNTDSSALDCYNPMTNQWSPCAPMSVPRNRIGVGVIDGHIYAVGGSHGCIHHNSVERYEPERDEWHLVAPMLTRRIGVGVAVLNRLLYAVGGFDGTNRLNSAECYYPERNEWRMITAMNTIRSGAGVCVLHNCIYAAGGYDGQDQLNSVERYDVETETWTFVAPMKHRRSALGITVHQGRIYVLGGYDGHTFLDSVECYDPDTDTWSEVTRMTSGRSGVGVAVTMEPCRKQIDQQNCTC
CAL PDZ FP-2: untagged CAL PDZ binding inhibitors, primary screen, biochemical, fluorescence polarization, HTS; purified CAL PDZ, TMR-peptide fluorescence polarization, 1 h; Golgi-associated PDZ and coiled-coil motif-containing protein (Homo sapiens), Q9HD26; 300,000 compounds, 0.92% hits; AID 602252, 2012; inhibition, % at 24.9 µM;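 active = mean inhibition of at least 30% with at least half of replicates also reaching 30%; inconclusive = no clear call, values can overlap the other calls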;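 note: 0% = DMSO neutral control and 100% = excess unlabeled competitor peptide PRC23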
SR-BI uptake up: activators of SR-BI mediated DiI-HDL uptake, primary screen, ldlA[mSR-BI] CHO cells, DiI fluorescence; AID 504775, 2011; activation, % at 12.5 µM; 3 h; 100 = double the neutral-control signal; 320,000 compounds, 0.096% hits;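 active = mean replicate activation of at least 60% and every replicate at or above 60%; inconclusive = mean or all-replicate condition met, but not both; inactive = mean below 60% and not all replicates reaching 60%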;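 note: 0% = median plate neutral-control signal and 100% = twice that signal; values of inactives mirror those of a sister screen read the other way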
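Test system: SR-BI-overexpressing, LDLR-lacking CHO cells; Medium: Ham's F12 with 0.5% BSA, HEPES 25 mM, pH 7.4; Schedule: 3 h, 37 °C; Technique: bottom-read fluorescence, 550/595 nm.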
* = called active by the depositor; ? = inconclusive; . = not tested or not shown.

SMILES	LANA DNA inh	PKA-R2B activ	RTF Ca sens act	RTF Ca sens inh	DAGLB inhibitor	CAL PDZ FP-1	Rtt109 HAT inh	Keap1-Nrf2 PPI	CAL PDZ FP-2	SR-BI uptake up
O=C(CCN1C(=O)/C(=C/c2ccccc2)SC1=S)N1CCCCCC1	-3.7	-7	-4	-2	-7	-1.0	-2	-4	.	14
O=C(Oc1cccc2ccccc12)c1ccccc1	0.7	-5	6	-3	-13	-1.1	-14	-5	-3	4
COc1ccc(N2CCN(C(CNC(=O)C(=O)NCc3ccncc3)c3ccco3)CC2)cc1 (centres undefined)	-0.4	8	2	-5	-3	-2.5	0	2	-2	.
O=C(O)CCCC(=O)Nc1ccc(S(=O)(=O)Nc2nccs2)cc1	-0.1	3	2	1	-1	.	-7	-4	-6	.
CCCOc1ccc(Cc2nn3c(=O)/c(=C/c4ccco4)sc3nc2=O)cc1	3.7	3	1	-8	11	0.1	-13	-3	-6	4
COc1ccc(-c2noc(COc3ccc4c(c3)OCO4)n2)cc1OC	1.5	-8	-5	4	-7	-0.8	-3	0	2	-7
Cc1c(C(=O)OCc2ccccc2)[nH]c2c1C(=O)CC(c1ccco1)C2 (centres undefined)	-2.1	5	3	-4	3	-1.1	-6	3	.	-84
CN(C)S(=O)(=O)N1CCN(c2ccc([N+](=O)[O-])cc2)CC1	0.2	-8	-1	-13	1	-0.6	1	-4	0	8
C=CCn1c(C(C)NC(=O)c2ccccc2C)n[nH]c1=S (centres undefined)	0.5	-5	4	-3	0	-0.4	-3	-4	-2	7
CCN1CCN(C(c2cccs2)C(C)NC(=O)c2ccco2)CC1 (centres undefined)	0.4	-6	-1	-5	3	-2.4	-3	1	-6	24
O=C(Nc1nc(-c2ccccn2)cs1)C1COc2ccccc2O1 (centres undefined)	1.3	-8	2	1	-6	-2.2	10	-6	.	-5
CCN(CC)C(=O)Oc1cc(=O)n2c3c(cccc13)CCC2	-1.0	-2	-9	-1	3	-0.2	-16	1	-2	13
COc1ccc(N2CCN(C3CCCN(Cc4ccc(F)cc4)C3)CC2)cc1 (centres undefined)	0.5	4	3	-14	-4	20	18	1	-1	15
O=C(Nc1ccc(S(=O)(=O)Nc2nccs2)cc1)c1ccc(S(=O)(=O)N2CCOCC2)cc1	-0.5	-8	10	-20	3	-1.2	4	-2	-8	6
CCc1cc(-c2n[nH]c(=S)n2C(C)c2ccccc2)cs1 (centres undefined)	-1.2	2	10	-3	2	-2.9	-9	-4	.	27
COc1ccc(-n2cc(-c3ccc(OC(F)F)cc3)[n+]3c2CCCCC3)cc1	-0.6	1	4	-20	2	-1.2	.	3	-4	13
CC(C)C1S/C(=N/N=C/c2ccco2)NC1=O (centres undefined)	-1.2	-9	0	-24	-1	-2.5	-9	-1	-4	21
Cc1ccc(C(=O)NNC(=O)c2ccc3ccccc3c2)cc1	1.3	4	-6	-4	0	0.3	-5	4	-2	-10
CCOc1ccc(N=C2NC(=O)S/C2=C\c2ccc(O)cc2)cc1	2.3	2	1	-4	3	-1.1	10	-10	-5	-47
COc1ccc2[nH]c(=O)c(CN(C)C(=O)c3cccs3)cc2c1	-1.1	7	-4	1	-1	-2.5	18	2	0	.
O=[N+]([O-])c1ccccc1S(=O)(=O)NC1CCCCCCC1	1.1	0	7	-6	-1	20	0	-10	0	9
CC1CN(CCCCOc2ccc3ccccc3c2)CC(C)O1 (centres undefined)	0.5	0	18	1	1	-0.3	1	-6	0	5
O=C(Cc1ccccc1)NCCS(=O)(=O)N1CCN(c2ccccc2)CC1	0.8	-8	-4	-12	1	-1.5	1	-2	4	18
CCN(Cc1ccncc1)C(=O)CCc1nnc(CCc2ccccc2OC)o1	0.2	2	0	5	1	-1.6	.	-2	-2	0
C#CCNC(=O)c1cccn1-c1ncc(C(F)(F)F)cc1Cl	1.4	-3	-5	-1	1	-0.5	.	1	2	33
O=C(NNC(=O)c1cccnc1SCc1cccc([N+](=O)[O-])c1)c1ccccn1	0.1	-1	-6	4	10	-2.0	.	-3	-3	25
COc1ccccc1N1C(=O)C2C(C(=O)c3ccccc3)=NN(c3ccccc3OC)C2C1=O (centres undefined)	2.8	-3	11	-2	-3	-1.1	0	-16	-3	.
O=C(CSc1nccc(-c2cccs2)n1)Nc1ccccc1	-0.6	-2	7	3	-2	-2.8	8	1	-2	0
CCC1=NN(C(=O)Cc2ccc(OC)cc2)C(O)(C(F)(F)F)C1 (centres undefined)	3.2	8	5	-5	2	-6.1	-4	-4	-1	-14
O=C(N/N=C/c1cccc(Br)c1)c1ccc(Br)cc1	0.2	-5	0	-5	-4	-1.8	14	2	-4	-39
CC(=O)c1ccc(NC(=O)c2cc(CC(C)C)nc3ccccc23)cc1	-2.6	-7	-1	2	-2	-1.3	-3	-1	-2	-58
C=CCN1C(=O)CS/C1=N/c1nccs1	0.0	-4	-6	0	-2	-1.0	-4	2	-3	13
CN(C)CCNc1nc2c(c(=O)[nH]c(=O)n2C)n1CC(O)COc1ccc(Cl)cc1 (centres undefined)	-0.2	-5	7	-10	0	-3.8	-6	-9	-2	10
COc1ccc(NC(=O)Cn2c(=O)oc3ccccc32)cc1	-0.2	2	-2	-13	2	-1.2	-5	-1	4	.
CCOC(=O)c1ccc(NC(=O)c2ccc3c(c2)C(=O)N(Cc2cccnc2)C3=O)cc1	-0.6	-8	-3	1	2	-2.8	-5	-4	1	-17
COc1ccc(NC(=O)N2CCN(c3cccc(C(F)(F)F)c3)CC2)cc1	-2.4	2	-2	-6	-9	-0.7	0	-4	-1	-11
COc1cccc(C2C=C(c3ccc(OC)cc3OC)Nc3nnnn32)c1 (centres undefined)	3.2	-1	7	-2	-7	0.3	-215	1	-2	-49
N#Cc1cccc(S(=O)(=O)NCC(=O)OCC(=O)c2ccc[nH]2)c1	2.2	4	1	-1	-1	-0.3	1	-2	2	16
COc1ccc([C@H]2CC(=O)C=C(c3cc(C)ccc3OC)C2)cc1	-2.1	-6	2	9	-4	-1.1	4	-1	-4	-29
CC(C)n1cc(/C=C(\C#N)S(=O)(=O)c2ccccc2)c2ccccc21	1.4	3	1	8	-6	-2.3	-1	-5	3	-29
Clc1cc(Br)ccc1OCCN1CCOCC1	-1.2	3	6	-11	-5	-1.8	1	-4	-1	6
Cc1cc2cc(CNC(=O)c3cccc([N+](=O)[O-])c3)ccc2n1C	-0.4	8	4	4	-1	0.7	-4	-1	.	19
Fc1ccc(N2N=C(c3cccs3)CC2c2ccccc2)cc1 (centres undefined)	0.9	7	13	-4	-2	0.1	-4	-4	11	-62
CC1CCN(S(=O)(=O)c2ccc3ncn(CC(=O)N(C)Cc4ccccc4)c(=O)c3c2)CC1	-3.3	2	-4	-12	1	-0.4	7	-3	-1	-21
Cc1ccc(NC(=O)CNC2CCCCC2)cc1Cl	-2.9	-9	-3	1	-1	-0.8	14	-2	1	37
O=C(Nc1ccc(F)cc1F)c1cc(-c2ccco2)nc2ccccc12	1.8	2	0	-1	4	-1.4	-35	-3	-5	.
CCC1CCc2c(sc(NC(=O)C3CC=CCC3C(=O)O)c2C#N)C1 (centres undefined)	0.6	-14	1	3	11	-1.5	8	-3	-4	-6
N#C/C(=N/Nc1ccc(OC(F)(F)F)cc1)C(N)=S	-1.3	7	-4	-4	11	-1.0	1	1	-4	-26
CCOC(=O)c1cnc(SCC(=O)NNC(=O)c2ccco2)nc1N	2.7	-11	-5	-18	2	-0.4	-7	5	.	.
CN(C)CCCC1(O)c2ccccc2C=Cc2ccccc21	0.7	-2	6	-7	0	-0.5	-7	3	4	20
CSCCC(NC(=O)c1ccoc1C)C(=O)O (centres undefined)	0.3	2	-1	-8	0	-0.8	-1	3	-3	25
CCc1ccc(NC(=O)CSC2=C(C#N)C(c3ccco3)C3=C(CCCC3=O)N2)cc1 (centres undefined)	-1.3	7	0	-6	-10	-4.4	-4	-3	5	-9
COc1ccc(C(=O)C(C)Sc2nnc(C3CC3)n2C2CC2)cc1 (centres undefined)	0.4	9	0	-14	-2	0.4	-2	2	22	17
CCc1ccc(-n2c(=S)sc3c(=O)n(-c4ccccc4OC)c(=S)[nH]c32)cc1	1.4	-7	4	-3	-6	1.1	2	-5	-1	?
O=C(NNC1=NCCCCC1)Nc1ccc(Cl)cc1	0.2	-8	7	-11	-1	-1.5	8	-2	1	7
COc1cc2c(OC)cccc2cc1C(=O)O	0.9	-13	0	-3	1	-1.2	4	-5	-2	9
CCc1ccc(N2CC(C(=O)N/N=C/c3ccccc3)CC2=O)cc1 (centres undefined)	-8.6	4	-2	-6	-1	-5.3	-10	2	2	.

Sorted by formula weight (rising): part of the list above.
SMILES	LANA DNA inh	PKA-R2B activ	RTF Ca sens act	RTF Ca sens inh	DAGLB inhibitor	CAL PDZ FP-1	Rtt109 HAT inh	Keap1-Nrf2 PPI	CAL PDZ FP-2	SR-BI uptake up
COc1cc2c(OC)cccc2cc1C(=O)O	0.9	-13	0	-3	1	-1.2	4	-5	-2	9
Cc1ccc(NC(=O)CNC2CCCCC2)cc1Cl	-2.9	-9	-3	1	-1	-0.8	14	-2	1	37
CN(C)CCCC1(O)c2ccccc2C=Cc2ccccc21	0.7	-2	6	-7	0	-0.5	-7	3	4	20
CCOC(=O)c1cnc(SCC(=O)NNC(=O)c2ccco2)nc1N	2.7	-11	-5	-18	2	-0.4	-7	5	.	.
